USP1-UAF1 inh – Inhibitors of USP1/UAF1: Primary Screen | Ubiquitin carboxyl-terminal hydrolase 1 (Homo sapiens), O94782 | recombinant USP1/UAF1, Ub-Rhodamine cleavage fluorescence | Potency, µM (doses to about 57.1 µM), for inactives: top-dose activity change, negative = inhibition, actives largely listed as inhibitors | actives 0.23% (n = 390,000); further: potency means the concentration at half of the fitted maximal effect; on the % scale 0 is the no-effect control and ±100 the full control effect; nearly all actives have a fitted effect of over 60% in size; inactives centre near -12
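Step one: compound is pinned into 1nM USP1/UAF1 in HEPES pH 7.8 buffer with TCEP. Step two: 15 min room-temperature incubation. Step three: Ub-Rho (150nM final) starts cleavage, tracked by fluorescence over six one-minute reads.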
Vif-A3F inh – qHTS for Inhibitors of Vif-A3F Interactions: qHTS; actives 0.2% (n = 390,000); HeLa A3F-eYFP + Vif (tagged APOBEC3F with the HIV-1 protein that degrades it), YFP fluorescence increase; Potency, µM (series often up to 46.1 µM), without a hit: top-dose activity, negative = active; further: potency means the concentration at half of the fitted maximal effect; % of control where 0% means no effect; nearly all actives have a fitted effect of over 65% in size
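Fluorescence increase (Ex 488/Em 500-530) after overnight compound treatment at 37 deg C flags inhibition of Vif-driven A3F-eYFP loss in stable HeLa A3F-eYFP/Vif cells seeded overnight beforehand.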
Vif-APOBEC3G blk – qHTS for Inhibitors of Vif-A3G Interactions: qHTS. DNA dC->dU-editing enzyme APOBEC-3G (Homo sapiens), Q9HC16. HeLa A3G-eYFP + Vif (tagged APOBEC3G with the HIV-1 protein that degrades it), YFP fluorescence, overnight. Potency, µM (top dose mostly 46.1 µM), for the others: at the highest dose activity, negative = active, usual class: inhibitors. actives 0.076% (n = 410,000). AID 602310, 2012;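 further: potency means the concentration at half of the fitted maximal effect; on the % scale 0 is the no-effect control and ±100 the full control effect; nearly all actives have a fitted effect of over 60% in size; hits raise eYFP signal because A3G escapes Vif-driven loss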
Target sequence (Q9HC16 whole entry, looked up): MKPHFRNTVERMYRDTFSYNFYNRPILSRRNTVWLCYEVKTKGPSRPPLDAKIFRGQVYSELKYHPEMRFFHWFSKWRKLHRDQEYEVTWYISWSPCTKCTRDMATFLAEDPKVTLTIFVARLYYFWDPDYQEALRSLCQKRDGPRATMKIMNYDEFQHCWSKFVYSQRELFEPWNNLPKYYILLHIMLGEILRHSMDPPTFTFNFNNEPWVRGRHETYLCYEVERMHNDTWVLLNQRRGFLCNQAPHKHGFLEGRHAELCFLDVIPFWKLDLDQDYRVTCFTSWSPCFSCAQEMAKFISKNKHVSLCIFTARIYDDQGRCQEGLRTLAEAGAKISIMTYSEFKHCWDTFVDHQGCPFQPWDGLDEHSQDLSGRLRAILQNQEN
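HeLa cells stably expressing Vif and C-terminally eYFP-tagged A3G, seeded overnight at 37 deg C, then exposed to compound by pintool overnight at 37 deg C. Rise in yellow fluorescence (Ex 488/Em 500-530, Acumen) marks blocked Vif-driven A3G degradation.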
RXFP1 ag – qHTS Assay for Agonists of the Relaxin Receptor RXFP1; Potency, µM (top dose mostly 57.5 µM), for inactives: at the highest dose activation, actives largely listed as activators; AID 2676, 2010; actives 0.3% (n = 370,000); HEK293T-RXFP1 cAMP TR-FRET, 30 min; response scale: percent of porcine relaxin response, buffer zero; further: potency means the concentration at half of the fitted maximal effect; on the % scale 0 is the no-effect control and ±100 the full control effect; nearly all actives have a fitted effect of over 60% in size; many of its hits are not listed in these tables
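Agonist response is measured as cAMP accumulation in an RXFP1-transfected HEK293T line under PDE4 inhibition. Values are scaled between buffer-only and 29 nM porcine relaxin, and EC50s come from standard Hill equation fits.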
TrxR1 substrate – qHTS Assay for Substrates of Mammalian Selenoprotein Thioredoxin Reductase 1 (TrxR1): qHTS. Thioredoxin reductase 1, cytoplasmic (Rattus norvegicus), O89049. purified TrxR1 substrate turnover, NADPH consumption readout. AID 588456, 2011. Potency, µM (top dose mostly 114 µM), without a hit: top-dose activity change, negative = substrate turnover. actives 0.01% (n = 390,000); further: potency means the concentration at half of the fitted maximal effect; on the % scale 0 is the no-effect control and ±100 the full control effect; nearly all actives have a fitted effect of over 50% in size
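Rat TrxR1, dispensed at 90 nM, was prereduced with 400 uM NADPH (final) for 5 min at ~22 deg C, then incubated with compound 15 min before 400 uM selenite. A first-read NADPH fluorescence drop versus no-compound background flagged substrates.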
PI4K2A block – qHTS for small molecular inhibitors of PI4K2A | actives 0.13% (n = 420,000) | Phosphatidylinositol 4-kinase type 2-alpha (Homo sapiens), Q9BTU6 | purified PI4K2A, ADP-Glo luminescence, 1 h; stronger effect = lower value | activity change, negative = inhibition, % at 76.9 µM; in the data active means activity change below about -50%; inconclusive means mostly about -30% to -49%;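 further: -100% = wells without enzyme as full effect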
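PI4K2A activity was measured by ADP-Glo luminescence: enzyme (4 ug/mL stock) and phosphatidylinositol (1.2 mM stock) in Tris pH 7.5/MgCl2/EGTA/Triton X-100 buffer were reacted with ATP (300 microM stock) for one hour at ambient temperature.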
LDHA block – qHTS assay for inhibitors of human lactate dehydrogenase | activity change, % (values are at about 110 or 230 µM) | actives 0.15% (n = 480,000) | AID 1347041, 2019 | L-lactate dehydrogenase A chain (Homo sapiens), P00338 | purified LDHA, NADH/diaphorase-resazurin fluorescence; stronger effect = lower value; in the data active means activity change below about -30%; inconclusive means mostly about -25% to -30%;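 further: plate controls were DMSO wells for no effect and wells without enzyme for full effect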
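Enzyme activity of human lactate dehydrogenase 5 (2 nM; 0.06 mM NADH, 0.2 mM pyruvate, 5 min, RT) is measured via a resazurin/diaphorase fluorescence readout of residual NADH.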
mIDH1 inhibitor – qHTS for Inhibitors of mutant isocitrate dehydrogenase 1 (IDH1): qHTS; Isocitrate dehydrogenase [NADP] cytoplasmic (Homo sapiens), O75874; IDH1-R132H enzyme, NADPH consumption, diaphorase/resazurin fluorescence; Potency, µM (highest dose often 76.6 µM), for the others: at the top dose activity change, negative = inhibition, actives largely listed as inhibitors; actives 0.093% (n = 390,000); AID 602179, 2012; further: potency means the concentration at half of the fitted maximal effect; on the % scale 0 is the no-effect control and ±100 the full control effect; nearly all actives have a fitted effect of over 65% in size
Target sequence (O75874 whole entry R132H, stated change not applied): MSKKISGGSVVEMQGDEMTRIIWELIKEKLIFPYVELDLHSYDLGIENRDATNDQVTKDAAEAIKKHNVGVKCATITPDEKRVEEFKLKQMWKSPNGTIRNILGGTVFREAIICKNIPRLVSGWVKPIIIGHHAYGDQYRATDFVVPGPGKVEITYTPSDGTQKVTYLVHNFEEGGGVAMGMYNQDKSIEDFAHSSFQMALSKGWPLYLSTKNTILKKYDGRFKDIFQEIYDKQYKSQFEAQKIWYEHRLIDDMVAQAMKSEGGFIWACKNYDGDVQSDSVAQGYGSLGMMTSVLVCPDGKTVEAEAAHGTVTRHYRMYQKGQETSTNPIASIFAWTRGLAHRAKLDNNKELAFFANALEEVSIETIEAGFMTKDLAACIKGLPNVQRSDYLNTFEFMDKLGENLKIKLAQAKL
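IDH1-R132H (0.5 ug/mL) preincubated 30 min with compound, then NADPH (0.016 mM) and alpha-KG (2 mM) added; 80 min at RT, pH 7.5. Remaining NADPH coupled via diaphorase/resazurin to fluorescence (540/590 nm); concentration-response curves normalized to no-enzyme control.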
GRP78 ERSR act – qHTS for Inducers of the Endoplasmic Reticulum Stress Response (ERSR) in Human Glioma: qHTS; actives 0.02% (n = 420,000); Potency, µM, inactives show at the highest dose activation, hits mostly activators; U87-MG GRP78 promoter luciferase reporter, 16 h; further: potency means the concentration at half of the fitted maximal effect; series mostly up to about 76 µM; % of control where 0% means no effect; nearly all actives have a fitted effect of over 35% in size
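Stably transfected U87-MG glioma cells carrying a GRP78-based luciferase sensor; 16 h compound incubation. Luminescence end-point read 10 min after Bright-Glo addition at room temperature.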
Active calls of the source: *; ? = inconclusive; / = no result given; & = joins results of further samples; [ ] = remark or other dose. Unless noted, the call rests on the fitted dose curve; in most records, active means well fitted curve in the direction sought with a large enough effect; inconclusive means small, poorly fitted or top-dose-only effect, or another doubt; inactive means no such curve, though single readings can be large; an effect the other way counts as inactive or inconclusive. An excerpt; count on the stated rates, not on these rows.

Order of results – USP1-UAF1 inh	Vif-A3F inh	Vif-APOBEC3G blk	RXFP1 ag	TrxR1 substrate	PI4K2A block	LDHA block	mIDH1 inhibitor	GRP78 ERSR act
- Cc1ccccc1C(=O)NCc1nnc(SCC(=O)N2c3ccccc3Sc3ccccc32)n1C
  -15%	1%	5%	0.4%	16%[57.1 µM]	-2	-2	-2%	-6%
- Cc1ccc2[nH]cc(CCNC(=O)/C=C/c3ccco3)c2c1
  -27%	-20%	-4%	0.4%	4%	-13	3&2	-1%	0%
- CC/C(=N\NC(=O)Nc1ccccc1)c1ccccc1
  -7%	2%	0%	0.2%	-2%	5	-5	8%	-1%
- COc1cc(C(c2c(NC(=O)c3ccco3)sc(C)c2C)N2CCOCC2)cc(OC)c1OC (stereo not drawn)
  -11%	-14%	-12%	3.0%	-12%[57.1 µM]	-7	0	-27%	0%
- COc1ccc(CCN2CC(C(=O)NCCc3ccc(C(F)(F)F)cc3)CCC2=O)cc1 (stereo not drawn)
  -15%	1%	0%	0.7%	4%	-3	2	0%	4%
- Cc1c(NC(=O)c2ccc(Br)o2)c(=O)n(-c2ccccc2)n1C
  3%	0%	-5%	-1.0%	2%	-5	-3	-5%	-2%
- CCN(CC)CCNC(=O)c1ccc(N2CCCCC2)c(NS(=O)(=O)c2ccc(C)cc2)c1
  -4%	-6%	2%	-1.4%	0%	-12	-3	2%	-8%
- C/C(CC(=O)Nc1ccc(N(C)C)cc1)=N\NC(=O)C(=O)NCc1ccccc1
  -27%	-29%	1%	-4.1%	-2%[57.1 µM]	0	18	7%	16%
- CCCCN1C(=O)C(CC(=O)NC2CC2)CC(C(=O)N(C(C)C)C(C)C)=C1C (stereo not drawn)
  -27%	-12%	-7%	/	/	-9	-8	1%	1%
- N=c1c(C(=O)NCc2ccccc2)cc2c(=O)n3ccccc3nc2n1CCCN1CCOCC1
  -15%	5%	3%	5.3%	144%[activator]	-11	-5	2%	-8%
- NC(=O)NCc1ccc(C(=O)OCc2ccncc2)cc1
  -10%	2%	1%	3.8%	-1%	2	-5	-4%	-6%
- O=C(COC(=O)c1ccc([N+](=O)[O-])o1)Nc1ccc(Br)cc1F
  ?	-20%	-1%	/	-6%	-6	1	-4%	3%
- COc1ccc(N(CC(=O)Nc2cc(Cl)ccc2OC)S(=O)(=O)c2c(C)[nH]c(=O)[nH]c2=O)cc1
  -11%	-11%	-22%	0.4%	1%	-3	-4	-7%	-1%
- CC(C)CC(=O)NC(=S)Nc1ccc(N2CCN(C(=O)c3cccs3)CC2)cc1
  -21%	-3%	2%	-1.2%	-4%[57.1 µM]	3	-6	4%	-5%
- Cn1c[n+](C)cc1-c1ccc(/C(N)=N/O)cc1
  -27%	1%	0%	-1.8%	5%[57.1 µM]	0	-6	2%	-4%
- CCOC(=O)c1c(N=CN(C)C)c(C#N)n2c1CCC2
  -15%	-12%	-7%	-0.4%	11%	11	-3	1%	-3%
- O=C(CSc1nnc(-c2ccccc2)o1)N1CCCc2ccccc21
  -32%	-1%	2%	-0.5%	0%	-2	-2	-9%	4%
- COc1cc(CCC(=O)OCC(=O)Nc2cc(S(=O)(=O)N3CCOCC3)ccc2Cl)cc(OC)c1OC
  3%	10%	0%	/	0%	-6	-5	5%	2%
- COc1ccc(N(C(=O)c2ccncc2)S(=O)(=O)c2ccc3c4c(cccc24)C(=O)N3C)cc1
  -17%	-12%	2%	1.7%	-5%[57.1 µM]	1	-1	-5%	-5%
- CC(C)N1CC(C(=O)Nc2ccc(C#N)cc2)CC1=O (stereo not drawn)
  -8%	-9%	2%	1.0%	-2%	-7	0	-5%	-4%

Continued:
| SMILES | USP1-UAF1 inh | Vif-A3F inh | Vif-APOBEC3G blk | RXFP1 ag | TrxR1 substrate | PI4K2A block | LDHA block | mIDH1 inhibitor | GRP78 ERSR act |
| --- | --- | --- | --- | --- | --- | --- | --- | --- | --- |
| CCN1CCOC(=O)C1CC(=O)Nc1ccccc1C(F)(F)F (stereo not drawn) | -19% | -2% | 0% | 0.0% | 14% | 3 | 3 | 28% | -2% |
| COc1ccccc1N1CCN(C(=O)c2cccc(S(=O)(=O)N3c4ccccc4CC3C)c2)CC1 (stereo not drawn) | -8% | 20% | -6% | / | -3% | -2 | -4 | 3% | -2% |
| O=C1[C@@H]2CSCN2C(=O)CN1CCc1cccc(F)c1 | -5% | -7% | 0% | 0.6% | -4% | 0 | -12 | -3% | 0% |
| O=C(NCc1cccc(C(F)(F)F)c1)c1cccc2c1C(=O)c1ccc(N3CCC(Cc4ccccc4)CC3)cc1S2(=O)=O | 25µM* | 22µM* | ? | / | -3%[57.1 µM] | 0 | -1 | -7% | 2% |
| O=S(=O)(c1cccc(-c2nnc(-c3cccnc3)o2)c1)N1CCCCC1 | -16% | -5% | -1% | 14% | -5% | 5 | -7 | -1% | -4% |
| CN1CCN(/C=C2\SC(=S)NC2=O)CC1 | -4% | / | -2% | -4.1% | -10% | -10 | -3 | 3% | -7% |
| O=C(COC(=O)COc1ccc(Cl)cc1Br)NCCC1=CCCCC1 | -27% | -3% | -4% | 2.2% | -1% | 4 | 1 | -4% | -3% |
| CC(NC(=O)c1ccc(C23CC4CC(CC(C4)C2)C3)cc1)C(=O)O (stereo not drawn) | 4% | -24% | -7% | -0.6% | -3%[57.1 µM] | 1 | -7 | 11% | 10% |
| O=C(COC(=O)CCC(=O)c1cccs1)NCCc1ccccc1 | -15% | -3% | -1% | / | 2% | 4 | -6 | 6% | 0% |
| O=C(NC1CCCCCC1)c1ccc(CS(=O)(=O)Cc2ccc(F)cc2)o1 | -9% | -3% | 2% | -0.4% | -9% | -7 | -9 | 1% | 2% |
| COc1ccccc1C(=O)NCc1n[nH]c(=S)n1Cc1ccccc1 | -24% | 1% | 3% | 1.0% | 2% | -1 | 4 | 4% | -4% |
| COc1cc(Cl)c(C)cc1NC(=O)c1ccccc1NC(=O)CN1CCOCC1 | -3% | 0% | -1% | 0.1% | -11% | 2 | -1 | 4% | -5% |

In the list so far, three contain bromine:
| SMILES | USP1-UAF1 inh | Vif-A3F inh | Vif-APOBEC3G blk | RXFP1 ag | TrxR1 substrate | PI4K2A block | LDHA block | mIDH1 inhibitor | GRP78 ERSR act |
| --- | --- | --- | --- | --- | --- | --- | --- | --- | --- |
| Cc1c(NC(=O)c2ccc(Br)o2)c(=O)n(-c2ccccc2)n1C | 3% | 0% | -5% | -1.0% | 2% | -5 | -3 | -5% | -2% |
| O=C(COC(=O)c1ccc([N+](=O)[O-])o1)Nc1ccc(Br)cc1F | ? | -20% | -1% | / | -6% | -6 | 1 | -4% | 3% |
| O=C(COC(=O)COc1ccc(Cl)cc1Br)NCCC1=CCCCC1 | -27% | -3% | -4% | 2.2% | -1% | 4 | 1 | -4% | -3% |

The results go on.
| SMILES | USP1-UAF1 inh | Vif-A3F inh | Vif-APOBEC3G blk | RXFP1 ag | TrxR1 substrate | PI4K2A block | LDHA block | mIDH1 inhibitor | GRP78 ERSR act |
| --- | --- | --- | --- | --- | --- | --- | --- | --- | --- |
| Cc1ccc(C(=O)Nc2nc3nc(-c4ccccc4)cc(=O)n3[nH]2)cc1 | -7%&-6% | -3%&3% | 1%&0% | -0.5%&1.0% | 1%&-5% | -1&-15 | -1&-1 | -17%&6% | -2%&-2% |
| CCCn1cc(C(=O)N(C)C2CCCN(Cc3ccccc3F)C2)c(C)n1 (stereo not drawn) | -20% | 4% | -2% | -3.4% | -6% | 3 | 6 | 2% | -3% |
| Cc1cccc(C(=O)c2c(N)sc3c2CCC(C)C3)c1 (stereo not drawn) | -19% | 3% | ? | -0.8% | -3% | 3 | 12 | 5% | 5% |
| CCOC(=O)C1CC(C)=C(C)CC1C(=O)O (stereo not drawn) | 3% | 1% | 0% | 3.4% | 0% | 2 | -7 | 5% | -5% |
| CCOC(=O)c1cnn(Cc2cccc(Cl)c2)c1C | -18% | -5% | 2% | 1.3% | 5%[57.1 µM] | -21 | -7 | 14% | -1% |
| Cc1c(C(=O)N/N=C/c2cccs2)nnn1-c1nonc1N | -5% | 7% | -3% | -2.7% | 0%[57.1 µM] | -3 | -2 | 5% | -2% |
